ARFGAP1 inh – rat ARFGAP1 inhibition | Q62848 | Arfgap1-stimulated ARF1 GTP hydrolysis, GDP FP detection | inhibition, % at 16.5 µM | 360,000 compounds, 0.26% hits | AID 651572;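 active = inhibition above a per-plate limit, mean inhibition of low control wells plus 3 SD, cut at about 25% in these data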;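 note: 0% = DMSO wells with enzyme and 100% = wells lacking Arfgap1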
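Material: truncated rat Arfgap1 GAP domain; Incubation: compound-enzyme preincubation 20 min, reaction 120 min, detection 60 min, 25 °C; Read-out: percent inhibition of Arfgap1-stimulated GTP hydrolysis; Technique: FP, GDP Alexa 633 tracer displaced from anti-GDP antibody, 620/688 nm; Controls: No-Arfgap1 wells (100%) versus DMSO full-reaction wells (0%); Replication: single well per compound.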
sPLA2-III inh – Inhibits HGIII-sPLA2 liposome hydrolysis, primary screen; Q9NZ20; QFRET BODIPY PC-A2 liposome hydrolysis, fluorescence; inhibition, % at 12.2 µM; 370,000 compounds, 0.56% hits; AID 743126;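 active = inhibition above mean plus 3 SD of compounds lying within the high and low control bounds, cut at about 19% in these data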;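 note: 0% = median of test compound wells and 100% = no enzyme DMSO wells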
KLK7 zymogen act – activates the human kallikrein-7 zymogen; activation, % at 7 µM; 370,000 compounds, 0.9% hits; AID 652039; P49862; purified proKLK7, EDANS-DABCYL substrate fluorescence; 100% is mature enzyme control, 0% vehicle;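 active = activation above the mean of all tested compounds plus 3 SD, computed per campaign excluding outliers beyond control limits, cut at about 13% in these data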
GC-A act – GC-A (human) enzyme activation; activation, % at 10 µM; 370,000 compounds, 0.14% hits; HEK293 GC-A cells, cGMP TR-FRET, EC30 ANP; 0% at EC30 ANP, 100% saturating ANP; P16066; in the data active = activation above about 40%
GAA850 FXN act – increases GAA850 frataxin promoter reporter activity; HEK293 lucGAA850 FXN promoter luciferase reporter, 24 h; percent of 10 µM SAHA response; activation, % at 6 µM; 360,000 compounds, 0.56% hits;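 active = activation above the average of all compounds screened plus 3 SD, cutoff fixed separately per campaign, cut at about 7.5% in these data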;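 note: 0% = DMSO wells and 100% = 10 µM SAHA wells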
GC-B act – GC-B (human) receptor activation. 370,000 compounds, 0.11% hits. P20594. AID 1920062. HEK293-GC-B cells, CNP EC30, cGMP TR-FRET; 0% at EC30 CNP, 100% saturating CNP. activation, % at 10 µM;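 active = activation at 10 µM reaching about 35% in either raw or pattern-adjusted values, limit read from the data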
rCAG binder – r(CAG) repeat RNA binding; TO-PRO-1 dye displacement fluorescence; inhibition, % at 3 µM; AID 651821; 370,000 compounds, 1.3% hits;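 active = inhibition above the plate cutoff, the mean of all test compounds on that plate plus 3 SD, cut at about 35% in these data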;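 note: 0% = DMSO alone and 100% = 100 µM mitoxantrone as full dye displacement; higher means more dye released from RNA so lower well fluorescence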
ADAM10 inh – inhibitors of human ADAM10; O14672; recombinant ADAM10, EDANS/DABCYL FRET peptide cleavage, 3 h; inhibition, % at 7 µM; 370,000 compounds, 0.62% hits; AID 720582;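 active = inhibition above a per-campaign cutoff equal to the mean of compounds falling between control-based bounds plus 3 SD, cut at about 20% in these data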;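 note: 0% = DMSO wells while the 100% control is not disclosed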
Target sequence (O14672 214-748 limits assumed): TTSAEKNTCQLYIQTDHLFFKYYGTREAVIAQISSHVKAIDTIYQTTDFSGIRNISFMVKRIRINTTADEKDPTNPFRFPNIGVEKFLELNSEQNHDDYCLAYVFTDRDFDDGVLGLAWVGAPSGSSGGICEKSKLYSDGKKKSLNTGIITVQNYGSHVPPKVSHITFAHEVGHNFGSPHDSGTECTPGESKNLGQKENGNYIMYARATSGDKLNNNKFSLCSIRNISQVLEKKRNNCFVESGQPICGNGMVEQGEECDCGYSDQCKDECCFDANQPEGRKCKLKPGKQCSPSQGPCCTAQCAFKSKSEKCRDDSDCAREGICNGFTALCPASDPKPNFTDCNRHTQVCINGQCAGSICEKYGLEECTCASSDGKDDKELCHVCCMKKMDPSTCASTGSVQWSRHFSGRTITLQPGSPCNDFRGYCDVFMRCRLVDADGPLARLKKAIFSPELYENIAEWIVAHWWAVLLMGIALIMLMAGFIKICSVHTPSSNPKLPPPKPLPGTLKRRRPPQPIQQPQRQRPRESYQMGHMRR
DDE Tn6 FP inh – DD(E)-Tn6 binding inhibition, primary FP screen. AID 720509. inhibition, % at 8.3 µM. Fibrin DD(E) TRITC-Tn6 fluorescence polarization displacement. 370,000 compounds, 0.21% hits;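 active = inhibition above a per-campaign cutoff: mean of compounds within control limits plus 3 SD, cut at about 15% in these data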;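 note: 0% = median of all compound wells on the plate and 100% = blocking peptide control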
Target sequence (P02675 whole entry, looked up): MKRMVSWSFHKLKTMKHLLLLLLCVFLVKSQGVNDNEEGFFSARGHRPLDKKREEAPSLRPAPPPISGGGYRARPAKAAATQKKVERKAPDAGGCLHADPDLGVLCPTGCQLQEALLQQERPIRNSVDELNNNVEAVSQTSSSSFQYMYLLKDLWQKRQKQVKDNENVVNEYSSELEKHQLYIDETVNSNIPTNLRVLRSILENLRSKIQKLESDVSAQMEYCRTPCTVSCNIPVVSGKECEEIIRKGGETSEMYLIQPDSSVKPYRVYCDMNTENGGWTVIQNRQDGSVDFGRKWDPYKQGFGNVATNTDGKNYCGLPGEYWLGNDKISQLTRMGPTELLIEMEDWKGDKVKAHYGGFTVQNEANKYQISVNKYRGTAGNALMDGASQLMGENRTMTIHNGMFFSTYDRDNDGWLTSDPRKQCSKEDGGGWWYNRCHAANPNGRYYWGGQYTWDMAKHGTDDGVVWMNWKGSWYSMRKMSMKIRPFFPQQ
ASAP1 GAP inh – blocks human ASAP1-stimulated Arf1 GTP hydrolysis; Q9ULH1; GDP FP detection; inhibition, % at 16.5 µM; 360,000 compounds, 0.19% hits; AID 624377; in the data active = inhibition above about 25%;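 note: 0% = vehicle with enzyme and substrate and 100% = no enzyme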
Active calls of the source: *; i = inactive; nt = not tested or not shown.

mol	ARFGAP1 inh	sPLA2-III inh	KLK7 zymogen act	GC-A act	GAA850 FXN act	GC-B act	rCAG binder	ADAM10 inh	DDE Tn6 FP inh	ASAP1 GAP inh
COCCN1C(=O)N[C@@H](c2cccs2)C(C(=O)OC)=C1C	-4	2	-0.3	3	3.1	0	6	3	1	-2
CCNS(=O)(=O)c1ccc(NC(=O)c2ccccc2OCC)cc1	18	4	0.1	4	-1.1	1	-2	6	-6	8
Cn1c(CN2CCCCC2)nc2cc(NC(=O)c3cccs3)ccc21	-6	0	-0.3	2	0.3	3	-4	-10	1	-14
COc1ccc(C2/C(=C(/O)c3ccccc3)C(=O)C(=O)N2CC(C)O)c(OC)c1 (stereo not drawn)	3	-3	0.3	1	2.0	9	1	6	1	-6
CC(=O)N1Cc2cc(C(=O)NCC(F)(F)F)nc(-c3cccc(-c4cccnc4)c3)c2[C@@H]1CCO	15	10	0.5	-6	nt	-10	4	-5	2	0
CC1(C)Cc2ccccc2-c2nc(NCCCO)[nH]c(=O)c21	9	-9	39*	3	-0.9	-4	-2	i	-3	9
COc1cccc2cc(C(=O)NCc3ccc(C)cc3)c(=N)oc12	-10	8	-0.8	-4	0.5	4	-2	-9	0	7
NC(=O)CCN1CCN(C(=O)c2ccc3nc(Cc4cccc(Cl)c4)oc3c2)CC1	-2	6	-1.0	1	2.2	2	-5	-4	3	-3
COc1ccc(NC(=O)C2CCCN2C(=O)Nc2ccccc2)cc1OC (stereo not drawn)	-9	2	0.0	2	0.9	0	-1	-2	-4	-4
COC(=O)C1=C(C)N(C)C(=O)NC1c1ccccc1 (stereo not drawn)	-1	5	0.7	5	-1.8	4	-2	-4	1	-4
CCOC(=O)C1CCN(C(=O)c2cc(-c3ccncc3)nc3ccccc23)CC1	1	-2	-0.3	-12	3.0	-3	2	2	2	-8
Cc1ccc(C(=O)NCC(=O)O)cc1S(=O)(=O)N1CCCCC1	7	0	0.3	0	0.7	7	0	13	6	-1
O=C(O)c1ccc(C2Nc3ccccc3C(=O)N2Cc2ccccc2)cc1 (stereo not drawn)	-6	-8	10	-3	1.5	6	3	i	1	5
Cc1ccc(CNC(=O)CC(C)S(=O)(=O)c2cc3c(cc2C)NC(=O)CO3)cc1 (stereo not drawn)	2	0	0.5	0	-0.4	-4	1	-14	1	8
Cc1ccc(CCNC(=O)C2CCN(S(=O)(=O)N3CCCCC3)CC2)cc1	-4	4	1.0	3	0.2	1	-4	3	4	-7
O=C(CCN1C(=O)/C(=C/c2cccs2)SC1=S)Nc1ccc(C(=O)O)cc1	-18	-21	-0.1	0	1.4	0	48*	-4	-3	8
CCOC(=O)c1c(C)oc2ccc(O)c(CN(C)C)c12	-1	3	0.3	-6	0.0	-5	5	8	-2	-7
Cc1ccc(S(=O)(=O)NCC(C)NC(=O)CN2CCOCC2)cc1 (stereo not drawn)	-4	2	-0.1	0	0.9	6	-1	0	-1	-3
O=C(c1ccc(Br)s1)N1CCc2ccccc2C1	4	-2	-0.1	-6	4.1	-6	-4	-7	1	1
Cc1ccc(S(=O)(=O)N2CCOCC2)cc1C(=O)Nc1ccc(-c2cn3ccsc3n2)cc1	12	-12	-0.5	4	-3.6	-2	7	8	10	-6
Cc1nc2ccccc2c2nc(N)nn12	6	0	-0.6	4	5.8	2	2	-9	-3	4
COC(=O)CC1COc2ccccc2N1C(=O)c1ccc(OC)cc1 (stereo not drawn)	-15	-2	0.7	2	1.2	2	-7	-13	3	1
CCn1c(SCC(=O)n2nc(C)cc2C)nnc1-c1ccc2c(c1)OCO2	-6	0	-0.2	3	0.5	-1	3	2	1	0
O=C(C1CCC1)N(CCc1ccccc1)Cc1nc2ccccc2c(=O)[nH]1	0	5	-0.2	-4	-0.3	4	1	1	-7	-1
COc1ccc(C(C(=O)NC2CCCC2)N(C(=O)c2ccco2)c2cc3c(cc2C(C)=O)OCO3)cc1OC (stereo not drawn)	12	4	-0.7	-8	-2.0	-4	-4	2	0	-6
Cc1sc(NC(=O)CN2CCCC2)nc1-c1ccc2c(c1)CCN2C(=O)c1ccc(F)cc1	0	-19	-0.1	-6	-0.8	-7	9	11	2	21
O=C(NCCC(F)(F)F)C1Cc2c(-c3ccccc3Oc3ccccc3)ccnc2O1 (stereo not drawn)	2	1	-0.6	-9	-1.4	-1	-2	-6	-2	-2
C[C@H](CO)N1C[C@H](C)[C@@H](CN(C)S(C)(=O)=O)Oc2c(NC(=O)C3CCCCC3)cccc2C1=O	1	7	0.1	3	-2.4	5	0	4	4	6
COc1ccccc1CNC(=O)C(CC(C)C)NS(=O)(=O)c1ccc2c(c1)oc(=O)n2C (stereo not drawn)	7	4	0.1	0	-0.2	6	1	-20	10	8
CCCCNC(=O)C1(C)CCN1C(=O)c1cccc(OC(C)=O)c1C (stereo not drawn)	2	11	-0.7	1	-0.4	0	0	-2	-8	-6
COC(=O)[C@@]1(Cc2ccc(F)cc2)[C@H]2c3cc(C(=O)N4CCCC4)n(CCc4ccccn4)c3C[C@H]2CN1C(=O)c1ccccc1	-7	-13	2.1	-9	nt	-19	-5	-23	1	-4
COC(=O)C(Cc1ccccc1)NC(=O)CCNC(=O)c1ccc(Br)cc1 (stereo not drawn)	12	-1	0.1	-2	-1.3	-2	-1	-1	1	-3
N=c1n(CC(=O)c2ccc(Br)cc2)c2ccccc2n1Cc1ccccc1	3	-17	-1.2	-5	-3.1	-14	15	-10	-2	-5
Cc1nn(-c2cc(C)c3ccccc3n2)c2c1C1C(C2)C1(C)C (stereo not drawn)	-4	3	-0.1	-6	0.1	-3	3	-2	2	-18
CC(=O)c1c(C)[nH]c(C(=O)OCC(=O)Nc2ccc3c(c2)OCCO3)c1C	2	-3	0.1	-1	-0.4	-3	1	-3	-7	-1
C/C=C/c1ccc(OCCCCOc2ccccc2C(C)=O)c(OC)c1	-3	-16	-0.4	-1	-0.3	0	-3	-6	0	-14
CCOc1ccc(NC(=S)N2CCN(S(C)(=O)=O)CC2)cc1	2	-2	0.0	-1	-2.1	3	-1	2	-4	9
Cc1ccc(-c2c(C)cc3oc(=O)cc(-c4ccccc4)c3c2C)cc1	-2	2	-0.2	-5	2.9	-6	3	-11	4	-6
CCCN1C(=O)CC(Sc2ncccc2C(=O)O)C1=O (stereo not drawn)	-4	-3	0.6	3	0.7	1	-2	-3	-1	-4
O=C(/C=C/c1ccccc1)N1CCN(c2c(Cl)cccc2[N+](=O)[O-])CC1	-4	-2	0.1	-37	1.1	-9	-3	14	-6	-12
O=C(NC1CCCCCC1)C1CCN(S(=O)(=O)c2c(Cl)cccc2Cl)CC1	-11	1	0.2	0	1.3	1	4	4	7	-3
CC(C)NC(=S)N=Nc1c(O)[nH]c2ccc([N+](=O)[O-])cc12	-2	2	0.9	-2	3.7	-6	12	12	-11	2
Cc1ccc(NC(=O)c2c([N+](=O)[O-])cnn2C)cc1C	-15	3	-0.8	-2	-1.2	2	-1	2	2	5
CCc1ccc(NC(=S)N2CCN(c3cccc(OC)c3)CC2)cc1	3	5	-0.1	5	-1.6	-3	1	3	-10	7
COCCn1c(SCC(=O)Nc2ccccc2C)nc2c(oc3ccccc32)c1=O	7	16	-0.6	4	0.5	1	-5	-4	-4	-4
C#CCOCCOCCOCCNc1nc(N2CCOCC2)nc(N2CCN(C(=O)Cn3cc(CC(C)O)nn3)CC2)n1 (stereo not drawn)	1	2	0.3	5	-1.6	6	-6	4	3	-10
CC(=O)Oc1ccccc1/C=C1\CCOC1=O	8	-5	1.4	0	1.9	3	-1	7	13	-5
O=S(=O)(c1ccccc1)c1nc(-c2ccco2)oc1NCCCn1ccnc1	0	-12	0.1	-4	-1.2	0	1	-6	-1	-6
COc1ccc(NC2=Nc3ccccc3N3C2=Nc2c(c(C)nn2-c2ccc(C)cc2)C3c2cccnc2)cc1 (stereo not drawn)	7	1	-0.3	7	1.1	-6	5	7	-2	1
CC[C@@]1(C(=O)OC)N[C@H](CN(C)S(=O)(=O)c2ccc(C(C)(C)C)cc2)[C@@H]2C(=O)N(Cc3ccccc3)C(=O)[C@@H]21	-1	3	0.5	-1	3.6	2	3	-11	-8	-11

Rewritten with values under each structure: entries from further up.
Values in the order: ARFGAP1 inh, sPLA2-III inh, KLK7 zymogen act, GC-A act, GAA850 FXN act, GC-B act, rCAG binder, ADAM10 inh, DDE Tn6 FP inh, ASAP1 GAP inh
O=C(/C=C/c1ccccc1)N1CCN(c2c(Cl)cccc2[N+](=O)[O-])CC1
→ -4, -2, 0.1, -37, 1.1, -9, -3, 14, -6, -12
O=C(NC1CCCCCC1)C1CCN(S(=O)(=O)c2c(Cl)cccc2Cl)CC1
→ -11, 1, 0.2, 0, 1.3, 1, 4, 4, 7, -3
CC(C)NC(=S)N=Nc1c(O)[nH]c2ccc([N+](=O)[O-])cc12
→ -2, 2, 0.9, -2, 3.7, -6, 12, 12, -11, 2
Cc1ccc(NC(=O)c2c([N+](=O)[O-])cnn2C)cc1C
→ -15, 3, -0.8, -2, -1.2, 2, -1, 2, 2, 5
CCc1ccc(NC(=S)N2CCN(c3cccc(OC)c3)CC2)cc1
→ 3, 5, -0.1, 5, -1.6, -3, 1, 3, -10, 7
COCCn1c(SCC(=O)Nc2ccccc2C)nc2c(oc3ccccc32)c1=O
→ 7, 16, -0.6, 4, 0.5, 1, -5, -4, -4, -4
C#CCOCCOCCOCCNc1nc(N2CCOCC2)nc(N2CCN(C(=O)Cn3cc(CC(C)O)nn3)CC2)n1 (stereo not drawn)
→ 1, 2, 0.3, 5, -1.6, 6, -6, 4, 3, -10
CC(=O)Oc1ccccc1/C=C1\CCOC1=O
→ 8, -5, 1.4, 0, 1.9, 3, -1, 7, 13, -5
O=S(=O)(c1ccccc1)c1nc(-c2ccco2)oc1NCCCn1ccnc1
→ 0, -12, 0.1, -4, -1.2, 0, 1, -6, -1, -6
COc1ccc(NC2=Nc3ccccc3N3C2=Nc2c(c(C)nn2-c2ccc(C)cc2)C3c2cccnc2)cc1 (stereo not drawn)
→ 7, 1, -0.3, 7, 1.1, -6, 5, 7, -2, 1
CC[C@@]1(C(=O)OC)N[C@H](CN(C)S(=O)(=O)c2ccc(C(C)(C)C)cc2)[C@@H]2C(=O)N(Cc3ccccc3)C(=O)[C@@H]21
→ -1, 3, 0.5, -1, 3.6, 2, 3, -11, -8, -11
